DRD3 antagonist: antagonists of human D3 dopamine receptor | P35462 | D3R cells, DiscoveRx beta-arrestin luminescence, antagonist mode; hits give low values | max response, negative = inhibition, % | 360,000 compounds, 2.5% hits | AID 652054; in the data active means max response below about -50%; inconclusive means no clear call, values can overlap the other calls; further: on the % scale 0 is the no-effect control and ±100 the full control effect; mostly tested at two doses, the higher about 12 µM
Target sequence (P35462 whole entry, looked up): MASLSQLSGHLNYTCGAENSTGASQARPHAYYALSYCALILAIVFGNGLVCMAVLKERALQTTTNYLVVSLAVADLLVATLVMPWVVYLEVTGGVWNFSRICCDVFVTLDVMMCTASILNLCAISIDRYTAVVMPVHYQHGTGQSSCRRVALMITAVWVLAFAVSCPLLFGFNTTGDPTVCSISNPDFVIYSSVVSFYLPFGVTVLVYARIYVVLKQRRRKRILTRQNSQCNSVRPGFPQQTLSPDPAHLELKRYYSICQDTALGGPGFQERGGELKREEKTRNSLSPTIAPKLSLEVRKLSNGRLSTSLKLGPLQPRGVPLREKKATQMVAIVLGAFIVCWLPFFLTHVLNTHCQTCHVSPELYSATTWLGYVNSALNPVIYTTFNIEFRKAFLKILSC
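Cells plated overnight at 1500 cells/well, then exposed to library compounds with dopamine controls for 90 minutes at 37 degrees C. DiscoveRx reagent added for 30–60 minutes at room temperature; luminescence read, quantitative HTS format.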
EPAC2 ag: agonists of human EPAC2 (RAPGEF4); Q8WZA2; EPAC2 activation, biochemical qHTS; response scale: 100% = 6.5 mM cAMP response; 360,000 compounds, 0.079% hits; Potency, µM (doses to about 154 µM), without a hit: at the highest dose activation, most hits filed as activators; further: potency means the concentration at half of the fitted maximal effect; nearly all actives have a fitted effect of over 50% in size
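Setup: EPAC2 100 nM, labeled Rap1B complex 250 nM, free GDP 50 uM. Compound titrations pinned in, brief spin, 5 min room temperature incubation. Kinetic fluorescence read over 30 min, normalized to 6.5 mM cAMP.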
D3 ag: D3 dopamine receptor (human) agonism | max activation, % | 410,000 compounds, 0.58% hits | D3R DiscoveRx beta-arrestin cells, luminescence, 90 min | AID 652048; in the data active means max activation above about 30%; further: 0% is about no effect; mostly tested at two doses, the higher about 12 µM
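Cells at 1500/well, incubated overnight, then treated with pinned compounds (dopamine as control) for 90 min at 37 degrees C. DiscoveRx reagent added for 30 - 60 minutes at room temperature; luminescence read.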
aSyn yeast inh: rescues yeast growth from alpha-synuclein toxicity; Yeast expressing alpha-synuclein, growth rescue, BacTiter-Glo, 24 h; Potency, µM (doses to about 46.1 µM), for the others: at the highest dose growth rescue (activation), hits mostly activators; 370,000 compounds, 0.14% hits; AID 652106; further: potency means the concentration at half of the fitted maximal effect; % of control where 0% means no effect; nearly all actives have a fitted effect of over 65% in size
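Galactose-induced alpha-syn yeast (OD600=0.02, raffinose-pregrown) + pinned cpd, 24 hr, 30 deg C; growth by BacTiter-Glo luminescence. Growth restoration scores as activation.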
Abeta yeast res: restores growth of yeast expressing A-beta42 peptide | yeast expressing A-beta42, growth rescue, OD600, 48 h; response scale: 0% DMSO, 100% iron-clioquinol control | Potency, µM (titrated, usually from 46.1 µM), for inactives: at the top dose growth rescue, hits mostly activators | 410,000 compounds, 0.063% hits; further: potency means the concentration at half of the fitted maximal effect; nearly all actives have a fitted effect of over 55% in size
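Yeast A-beta toxicity model in growth medium with pinned compounds, 48 h at 30 C; growth read as absorbance at 600 nm. Normalized to FeCl3/clioquinol equimolar mix (positive) and DMSO (negative).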
FUS yeast rescue: rescues growth of FUS-expressing yeast | S. cerevisiae FUS-expressing, growth rescue, OD600, 24 h | Potency, µM (doses to about 76.6 µM), without a hit: at the top dose growth rescue (activation), actives largely listed as activators | 390,000 compounds, 0.24% hits;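 further: potency means the concentration at half of the fitted maximal effect; plate controls were DMSO vehicle for no effect and reference control for full effect; nearly all actives have a fitted effect of over 55% in size; some results filed as inactive show a strong effect at the top dose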
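Yeast FUS proteinopathy model; galactose-induced FUS (2%), starting OD 0.005. Cpds in dilution series, 24hr, 30C, 99% humidity. Abs 600 nm growth. Pos ctrl CP55940 (top 92uM final); neg ctrl DMSO.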
TDP-43 yeast inh: inhibitors of TDP-43 toxicity in yeast. TDP-43 expressing yeast growth rescue, BacTiter-Glo, 24 h. Potency, µM (top dose mostly 46.1 µM), for the others: at the highest dose growth rescue (activation), hits mostly activators. 410,000 compounds, 1.8% hits. AID 652104; further: potency means the concentration at half of the fitted maximal effect; % of control where 0% means no effect; nearly all actives have a fitted effect of over 50% in size
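Yeast expressing TDP-43 (pregrown in raffinose, seeded at OD600=0.02 in galactose medium) exposed to compounds 24 hr at 30 deg C. Growth read by BacTiter-Glo luminescence; rescue of toxicity appears as increased signal.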
EPAC2 antag: EPAC2 (human) antagonism | 360,000 compounds, 0.18% hits | AID 720708 | Q8WZA2 | Potency, µM (series often up to 114 µM), for the others: at the top dose activity, negative = inhibition, actives largely listed as inhibitors | EPAC2 GEF exchange of Rap1B-BODIPY-GDP, fluorescence; further: potency means the concentration at half of the fitted maximal effect; on the % scale 0 is the no-effect control and ±100 the full control effect; nearly all actives have a fitted effect of over 45% in size; many of its hits are not listed in these tables
The depositor's hits bear a star; ? = inconclusive; . = no result given; & = joins results of further samples; [ ] = dose if it differs, or a comment. Unless noted, the call rests on the fitted dose curve; in most records, active means well fitted curve in the direction sought with a large enough effect; inconclusive means small, poorly fitted or top-dose-only effect, or another doubt; inactive means no such curve, though single readings can be large; an effect the other way counts as inactive or inconclusive. These rows are one share of the data; rates above refer to the full screens.

SMILES	DRD3 antagonist	EPAC2 ag	D3 ag	aSyn yeast inh	Abeta yeast res	FUS yeast rescue	TDP-43 yeast inh	EPAC2 antag
Cc1ccc(NC(=O)c2sc(=S)n(-c3cc(C)ccc3F)c2N)cc1	-8	9%	2	1%	2%	0%	7%	-7%
Cc1ccc(Cc2c(-c3cccc(Cl)c3)nc3ccc(Br)cn23)cc1	21	2%	6	-20%	-21%	?	?	?
O=S(=O)(Nc1ccc(N2CCCCC2)cc1)c1cccc2cccnc12	0	14%	5	4%	-8%	-2%	-8%	0%
Cc1ccc(C(=O)O)cc1S(=O)(=O)N1CCCC1	6	-1%	-2	-1%	10%	-7%	6%	10%
CCN1C(=O)c2cccc3c(S(=O)(=O)NCCc4c[nH]c5ccccc45)ccc1c23	-30	16%	5	-4%	7%	44%	-7%	-1%
COc1ccc(CC(=O)Nc2c(C(=O)N3CCN(c4ncccn4)CC3)oc3ccccc23)cc1	-4	4%	1	-9%	-5%	12%	?	-7%
COc1ccc(N2C(=O)CC(N3CCC(C(N)=O)CC3)C2=O)cc1 (stereo not given)	-10	13%	-5	-11%	-10%	-12%	?	-1%
CCc1nc2nc(C)c(NS(=O)(=O)c3ccc(Br)s3)c(=O)n2[nH]1	0	6%	-10	5%	-13%	-4%	-18%	-1%

Continuation.
SMILES	DRD3 antagonist	EPAC2 ag	D3 ag	aSyn yeast inh	Abeta yeast res	FUS yeast rescue	TDP-43 yeast inh	EPAC2 antag
CCc1n[nH]c(=S)n1/N=C/c1ccc(NC(C)=O)cc1	-23	2%	-1	-5%	2%	-4%	-20%	18%
CCN1CCN(CC(O)COc2ccc(C(C)=O)cc2)CC1 (stereo not given)	23	2%	4	0%	-20%	-9%	12%	9%
Cc1c(-c2nc(-c3ccc4c(c3)OCO4)no2)nnn1-c1ccc(Br)cc1F	.	.	2	.	-2%	-24%	13%	.
CC(C)(C)N1CC(C(=O)Nc2ccc(C(N)=O)cc2)CC1=O (stereo not given)	0	-4%	-10	-5%	-6%	-26%	16%	9%
Cc1cccnc1C(NC(=O)C1CCN(CCOc2ccc(F)cc2)CC1)c1ccc(F)cc1 (stereo not given)	-71*	8%	-15	-6%	-14%	-3%	3%	-6%
Cc1ccc(S(=O)(=O)N2CCCC(C(=O)O)C2)s1 (stereo not given)	-24	6%	-13	-1%	-8%	-21%	-11%	3%
Cc1c(CC(=O)N2CCN(C(=O)C3COc4ccccc4O3)CC2)c(=O)oc2c(C)c(O)ccc12 (stereo not given)	-19	-1%	-10	1%	8%	-7%	13%	8%
CC(C)CCOc1ccccc1Cn1c(=O)sc2ccccc21	.	.	-5	.	0%	20%	-5%	.

Ordered by molar mass (ascending): part of the list above
SMILES	DRD3 antagonist	EPAC2 ag	D3 ag	aSyn yeast inh	Abeta yeast res	FUS yeast rescue	TDP-43 yeast inh	EPAC2 antag
Cc1ccc(C(=O)O)cc1S(=O)(=O)N1CCCC1	6	-1%	-2	-1%	10%	-7%	6%	10%
CCc1n[nH]c(=S)n1/N=C/c1ccc(NC(C)=O)cc1	-23	2%	-1	-5%	2%	-4%	-20%	18%
CC(C)(C)N1CC(C(=O)Nc2ccc(C(N)=O)cc2)CC1=O (stereo not given)	0	-4%	-10	-5%	-6%	-26%	16%	9%
CCN1CCN(CC(O)COc2ccc(C(C)=O)cc2)CC1 (stereo not given)	23	2%	4	0%	-20%	-9%	12%	9%
CC(C)CCOc1ccccc1Cn1c(=O)sc2ccccc21	.	.	-5	.	0%	20%	-5%	.
COc1ccc(N2C(=O)CC(N3CCC(C(N)=O)CC3)C2=O)cc1 (stereo not given)	-10	13%	-5	-11%	-10%	-12%	?	-1%
O=S(=O)(Nc1ccc(N2CCCCC2)cc1)c1cccc2cccnc12	0	14%	5	4%	-8%	-2%	-8%	0%
CCc1nc2nc(C)c(NS(=O)(=O)c3ccc(Br)s3)c(=O)n2[nH]1	0	6%	-10	5%	-13%	-4%	-18%	-1%
Cc1cccnc1C(NC(=O)C1CCN(CCOc2ccc(F)cc2)CC1)c1ccc(F)cc1 (stereo not given)	-71*	8%	-15	-6%	-14%	-3%	3%	-6%
COc1ccc(CC(=O)Nc2c(C(=O)N3CCN(c4ncccn4)CC3)oc3ccccc23)cc1	-4	4%	1	-9%	-5%	12%	?	-7%
Cc1c(CC(=O)N2CCN(C(=O)C3COc4ccccc4O3)CC2)c(=O)oc2c(C)c(O)ccc12 (stereo not given)	-19	-1%	-10	1%	8%	-7%	13%	8%

Additional records:
SMILES	DRD3 antagonist	EPAC2 ag	D3 ag	aSyn yeast inh	Abeta yeast res	FUS yeast rescue	TDP-43 yeast inh	EPAC2 antag
NC(=O)C1CCN(C(=O)CN(c2cccc(Cl)c2)S(=O)(=O)c2ccccc2)CC1	16	-1%	18	3%	-4%	.	-17%	19%
O=C(c1cccs1)c1cn(CCOc2ccc(Cl)cc2)c2ccccc12	.	.	-11	.	-17%	5%	-9%	.
Cc1ccnc2nc(C(=O)OCC(=O)NC3CCCC(C)C3C)nn12 (stereo not given)	-4	5%	-19	-3%	-23%	.	-14%	-1%
COc1ccc(/C=C/C(=O)Nc2nc(-c3cccs3)ns2)cc1	.	.	5	.	-15%	26%	15%	.
CC(=O)Nc1ccc(C(=O)NCC(=O)OCc2c(F)cccc2Cl)cc1	0	1%	0	-4%	6%	15%	7%[9.22 µM]	-3%
O=C(Nc1ccc2nc(SCC(=O)N3CCOCC3)sc2c1)c1cccc(F)c1	.	.	1	.	-7%	-5%	14%	.
O=C(/C=C/c1ccco1)NC1CCCC1	4	-5%	5	7%	-2%	-3%	?	9%
Cn1c(=O)c2[nH]c(CN3CCCCC3)nc2n(C)c1=O	10	-1%	-12	-2%	-1%	1%	-4%	12%

The list continues:
SMILES	DRD3 antagonist	EPAC2 ag	D3 ag	aSyn yeast inh	Abeta yeast res	FUS yeast rescue	TDP-43 yeast inh	EPAC2 antag
Cc1nc(-c2ccccn2)nc(SCC(=O)N2CCOCC2)c1Cl	-23	14%	5	-1%	-7%	-4%	13%	12%
Cc1cc(Cl)c(S(=O)(=O)Nc2cc(S(=O)(=O)N3CCOCC3)ccc2F)cc1OCC(N)=O	3	4%	4	0%	16%	5%	13%	-3%
CCOC(=O)/C(=N\Nc1cc(Cl)ccc1Cl)N1CCOCC1	4	5%	-7	1%	-5%	12%	-6%[0.397 µM]	-1%
NC(=O)c1ccc(NC(=O)CCN2C(=O)c3ccccc3C2=O)cc1	4	-3%	5	-4%	-14%	1%	0%	-1%
O=C(COC(=O)/C=C/c1cccc(F)c1)Nc1ccccc1-c1ccccc1	17	-4%	1	-1%	0%	.	17%	0%
O=C(N/N=C1\C2CN3CCN(C2)CC1(c1ccccc1)C3)Nc1ccccc1	7	2%	15	0%	-4%	-1%	-9%	-4%
CC(=O)Nc1ccc(-c2ccc3nnc(C)n3n2)cc1	11	15%	5	4%	-7%	20%	-11%	3%
N#CC1=C(N)OC2=C(CC/C2=C\c2ccccc2Cl)C1c1ccccc1Cl (stereo not given)	0	1%	-1	8%	-8%	41%	25%	3%

Next part.
SMILES	DRD3 antagonist	EPAC2 ag	D3 ag	aSyn yeast inh	Abeta yeast res	FUS yeast rescue	TDP-43 yeast inh	EPAC2 antag
COc1ccc(C2(C(=O)NCCCN(C)C)CCOCC2)cc1	-6	3%	2	4%	11%	-25%	?	3%
COc1ccc(C(CC(=O)N2CCN(C)CC2)NC(=O)C(F)(F)F)cc1 (stereo not given)	16	6%	3	-6%	1%	-38%	19%	2%
CS(=O)(=O)NCCSCc1ccc(Cl)cc1	-25	1%	0	0%	14%	1%	19%	3%
C#CCn1c(O)c(N=NC(=O)CNC(=O)/C=C/c2ccccc2)c2ccccc21	-29	9%	-22	-1%	-7%	13%	-1%	13%
O=C1CC(c2ccc(F)cc2)CC(O)=C1C=NCCN1CCNCC1 (stereo not given)	11	-3%	-4	16%	-5%	10%	-24%	6%
CC(C)c1nn2c(=O)cc(O)nc2s1	-6	13%	1	-1%	2%	.	1%	7%
CN(C)C(=O)CSc1nnc(-c2ccc(S(=O)(=O)N3CCCC3)cc2)n1C	2	4%	-10	2%	-1%	29%	-14%	-7%
Cc1cccc(N(C(=O)c2snc(C(N)=O)c2N)C(C(=O)NCC2CCCO2)c2cccs2)c1 (stereo not given)	-5	9%	0	1%	-17%	22%	-9%	-19%

(next part)
SMILES	DRD3 antagonist	EPAC2 ag	D3 ag	aSyn yeast inh	Abeta yeast res	FUS yeast rescue	TDP-43 yeast inh	EPAC2 antag
O=C(NCc1ccc2c(c1)OCO2)c1ccc2c(c1)N(Cc1cccc(Cl)c1)C(=O)c1ccccc1S2=O (stereo not given)	.	.	6	.	1%	20%	7%	.
Cc1c(OCC(=O)NCCN2CCOCC2)ccc2c3c(c(=O)oc12)CCC3	1	0%	-5	-4%	-14%	-26%	-18%	6%
COc1ccc(C(=O)N(Cc2ccco2)Cc2cccs2)c(O)c1	-15	2%	-8	4%&7%	26%	11%	?	-2%
Cc1ccc(N(C(=O)c2csnn2)C(C(=O)NCc2ccccc2)c2cccnc2)cc1 (stereo not given)	0	12%	-9	-16%	7%	47%	-27%	3%
CCOC(=O)c1nn(-c2ccc(F)cc2)c(=O)c(C#N)c1C	7	11%	7	-15%	7%	8%	10%	-4%
Cc1ccc2c(c1)S/C(=C/c1ccc[n+](CCO)c1)N2C	6	-2%	3	-6%	-8%	7%	15%	1%
CCc1cc(C(=O)NNC(=S)NCc2ccccc2)cs1	7	8%	0	2%	5%	-5%	9%	-3%
COCCN(C(=O)Cn1nnc2ccccc21)C(C(=O)NC1CCCC1)c1cc(OC)ccc1OC (stereo not given)	-7	1%	2	-2%	6%	2%	-4%	13%
